# BB579 growth dn: reduces growth of yeast BB579 in restrictive medium; AID 804; S. cerevisiae BB579 growth, OD615, 48 h; inhibition, % at 10 µM; actives 0.51% (n = 140,000);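 active = inhibition above a set limit, 3 SD over the mean compound inhibition, cut at about 44% in these data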; note: inactives centre near -24
#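 System: DeaD yeast strain BB579; buffer or medium: CSMM-D dextrose restrictive medium; technique: OD at 615 nm; schedule: 4 h cell preincubation, 48 h compound exposure, 30 °C humidified; doses: single 10 µM dose; controls: amphotericin B 10 µg/mL, positive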
# HCT116 bCat-KO: beta-catenin-lacking colon tumor cell growth suppression. HCT116 beta-catenin knockout viability, CellTiter-Glo, 60 h; hits give low values. viability, % at 10 µM. actives 1.5% (n = 140,000). AID 818;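 active = viability at or under a set limit, the compound median less 4 SD, cut at about 6% in these data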;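 note: 0% = Hyamine 1622 control at 20 µM and 100% = untreated cell control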
# GALR2 antag: GALR2 (human) receptor antagonism. O43603. GALR2-expressing cells, antagonist mode. inhibition, % at 4 µM. actives 0.39% (n = 140,000). AID 828; in the data active = inhibition above about 27%;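 note: cells stimulated with galanin 1-16 at roughly its EC80; 0% = agonist challenge control and 100% = basal control without agonist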
# Target sequence (O43603 whole entry, looked up): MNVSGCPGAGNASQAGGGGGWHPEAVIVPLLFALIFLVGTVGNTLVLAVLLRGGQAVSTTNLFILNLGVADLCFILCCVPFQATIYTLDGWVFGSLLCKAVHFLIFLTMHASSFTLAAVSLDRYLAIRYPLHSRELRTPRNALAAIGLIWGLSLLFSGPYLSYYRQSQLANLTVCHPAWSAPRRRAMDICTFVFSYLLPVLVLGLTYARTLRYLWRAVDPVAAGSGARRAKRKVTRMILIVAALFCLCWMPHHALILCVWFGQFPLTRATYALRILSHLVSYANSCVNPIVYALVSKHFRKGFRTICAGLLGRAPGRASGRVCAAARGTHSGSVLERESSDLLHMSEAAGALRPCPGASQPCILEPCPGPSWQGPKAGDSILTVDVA
# Yeast life ext: yeast lifespan extension | S. cerevisiae growth with nicotinamide, OD615; deaD strain in restrictive glucose medium | inhibition of the nicotinamide effect, % at 10 µM | actives 0.68% (n = 130,000);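 active = inhibition above a set limit, placed 3 SD over the median of all compounds, cut at about 26% in these data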;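 note: 0% = nicotinamide-treated wells and 100% = cells grown without nicotinamide; some compounds called inactive have numbers as strong as hits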
#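 Test system: DeaD-strain S. cerevisiae / Buffer or medium: restrictive glucose medium / Also added: nicotinamide 1.5 mM / Doses: one concentration, 10 µM, DMSO 0.25% / Schedule: 48 h at 30 °C / Signal: OD615 measurement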
# Measles CPE: protection of cells from measles virus; actives 1.5% (n = 140,000); Measles virus-infected cells, CPE protection, absorbance; protection (pct of control), % at 4 µM; in the data active = protection mostly above about 24%, no sharp cut-off; inactive = mostly below about 26%; note: some compounds called inactive have numbers as strong as hits
# PTEN del growth: growth suppressors of cells with PTEN tumor suppressor deletion; HCT116 PTEN-null viability, CellTiter-Glo, 60 h; hits give low values; viability, % at 10 µM; actives 1.2% (n = 140,000); AID 827;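 active = viability at or below a set limit, 4 SD under the median of all tested compounds, cut at about 3.7% in these data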;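 note: PTEN knockout HCT116 line with beta catenin targeted HCT116 as companion control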
# Phagocyt inh: inhibitors of macrophage phagocytosis; J774A.1 macrophage IgG-bead phagocytosis, imaging; inhibition, % at 5 µM; actives 0.07% (n = 110,000); AID 1029;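 active = inhibition above the mean of the plate negative controls plus 5 SD, cut at about 13% in these data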;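 note: phagocytic index as fraction of beads internalized from green versus red external bead signal; plate controls were DMSO negative control for no effect and cytochalasin-D positive control for full effect; some results beyond the cut were filed as inactive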
# NPY-Y2 antag: blocks the human neuropeptide Y Y2 receptor | P49146 | AID 793 | NPY-Y2 expressing cells, antagonist mode | actives 0.99% (n = 140,000) | inhibition, % at 2.7 µM; in the data active = inhibition above about 17%;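 note: 0% = vehicle with agonist challenge and 100% = reference antagonist with challenge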
# Target sequence (P49146 whole entry, looked up): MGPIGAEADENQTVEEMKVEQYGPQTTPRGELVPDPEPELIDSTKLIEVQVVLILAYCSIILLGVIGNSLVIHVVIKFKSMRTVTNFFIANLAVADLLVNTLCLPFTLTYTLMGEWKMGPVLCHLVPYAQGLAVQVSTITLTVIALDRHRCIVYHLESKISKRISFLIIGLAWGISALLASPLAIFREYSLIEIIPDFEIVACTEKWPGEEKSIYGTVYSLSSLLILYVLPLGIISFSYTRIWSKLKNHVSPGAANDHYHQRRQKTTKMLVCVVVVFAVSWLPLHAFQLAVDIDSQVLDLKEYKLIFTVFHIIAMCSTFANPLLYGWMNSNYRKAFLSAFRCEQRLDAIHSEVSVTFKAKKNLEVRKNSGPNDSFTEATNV
# MRP1 act: activators of MRP-1; H69AR cells + doxorubicin, viability rescue, CellTiter-Glo; viability increase, % at 10 µM; actives 0.61% (n = 140,000); AID 799;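 active = viability gain under doxorubicin at or above a set limit, the compound median plus 3 SD, cut at about 4.7% in these data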;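 note: MRP-1 overexpressing cells given doxorubicin 25 µM after compound pretreatment; 18-22 h compound pretreatment then 72 h with doxorubicin before readout; 0% = doxorubicin-only wells and 100% = vehicle-treated cells without doxorubicin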
# E-sel TNF inh: TNF alpha driven E-selectin expression inhibition. inhibition, % at 2 µM. HUVEC TNFa-induced E-selectin immunofluorescence, high content. actives 0.71% (n = 120,000). AID 1246;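 active = inhibition above the batch mean plus 3 SD, and confirmed as a hit on visual image review, cut at about 43% in these data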;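 note: 0% = TNF-stimulated DMSO wells and 100% = unstimulated control wells; not every result past the cut was called active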
# * hit, by the source's call; . = no result given. Compounds as they come; any-hit rate near 6.1%.
mol	BB579 growth dn	HCT116 bCat-KO	GALR2 antag	Yeast life ext	Measles CPE	PTEN del growth	Phagocyt inh	NPY-Y2 antag	MRP1 act	E-sel TNF inh
O=C(COC(=O)c1ccccc1C(=O)c1ccccc1)NCCc1ccc(Cl)cc1Cl	-26	79	-2	11	14	79	.	8	-1.0	.
Cc1cc(Cl)c(S(=O)(=O)Nc2ccc3c(c2)OCCO3)cc1OCC(=O)NC1CCCCC1	-28	66	-5	4	18	64	-1	3	-2.1	-35
N#Cc1ccc(-c2nc3ccccc3nc2-c2ccccc2)cc1C#N	-10	84	2	8	17	84	-7	3	-0.3	-12
CC1CCCCN1c1nnc(NC(=O)Cn2c(=O)oc3ccccc32)s1 (centres undefined)	-18	103	2	-10	9	90	0	2	1.8	14
CCOc1ccccc1-c1nc(-c2cc3ccccc3nc2OC)no1	-76	100	15	-5	11	98	-2	5	-1.8	10
O=C1CC(N2CCCc3ccccc32)C(=O)N1c1ccccc1Cl (centres undefined)	-27	98	2	.	20	100	.	1	-1.6	-15
CC(Sc1nc(N)c2c3c(sc2n1)CSC(C)(C)C3)C(=O)Nc1ccccc1 (centres undefined)	-11	40	-7	5	10	35	-11	53*	0.1	24
CN(C(=O)CSC1=Nc2ccccc2C2=NC(c3ccccc3)C(=O)N12)C1CCCCC1 (centres undefined)	-18	88	-8	-5	9	84	1	3	-1.4	2
Cc1ccc(/C(N)=N/OC(=O)COc2ccccc2Cl)cc1	1	95	6	-7	2	96	-2	9	1.3	-62
CC(=O)Nc1ccc(/C(C)=N/NS(=O)(=O)c2ccccc2)cc1	-34	98	6	-1	4	101	.	6	0.1	.
Cc1onc(-c2ccccc2)c1C(=O)NC(=S)NNC(=O)c1ccncc1	-14	55	-12	-3	11	60	-4	2	-0.6	.
COC(=O)C(CC(C)C)NC(=O)CNC(=O)c1ccccc1C (centres undefined)	-11	107	-1	-7	6	106	0	1	0.3	-1
CCc1ccccc1NC(=O)CN(C)C(=O)CSc1nc2cc(Cl)ccc2s1	-37	103	-4	6	2	93	1	7	-0.5	.
CN(C)S(=O)(=O)c1ccc(S(=O)(=O)NC2CCOC(C)(C)C2)cc1 (centres undefined)	4	87	-10	.	6	94	.	4	-2.8	-4
Nc1ccc(Oc2ccc3nc(-c4ccccc4)c(-c4ccc([N+](=O)[O-])cc4)nc3c2)cc1	-94	67	-12	-8	4	63	.	3	0.9	-48
COc1ccc2c(c1)c(C(=O)N/N=C/c1cccc(O)c1)c(C)n2C	-40	92	6	0	5	92	.	3	-1.8	.
CC(C)c1ccccc1NC(=O)COC(=O)c1ccc(Cl)c(S(=O)(=O)N2CCCCCC2)c1	-15	95	0	2	22	93	-5	9	-3.1	-1
CCOc1ccc(C(=O)C(c2ccccc2)N2CCOCC2)cc1 (centres undefined)	-42	82	-2	-9	4	97	0	2	-0.1	.
O=C(NC1CCS(=O)(=O)C1)c1cccc(S(=O)(=O)N2CCOCC2)c1 (centres undefined)	-45	102	-7	-7	8	105	-2	0	-1.0	3
Cc1nc2nc(-c3ccco3)nn2c(C)c1Cl	18	87	-8	-25	4	79	-2	2	-5.5	16
CC(C)=C(C#N)c1nc2ccccc2s1	0	95	-1	-16	9	102	0	0	0.7	-35
C=CCNc1nc(NCc2ccccc2)c(C#N)c2c1CN(C)CC2	3	45	7	-21	4	46	-1	5	-4.5	-3
Cc1ccccc1CN1C2=NCCCN2c2ccccc21	-8	77	0	-4	2	81	.	10	-2.8	15
COc1ccc(NC(=O)/C=C/c2ccccc2[N+](=O)[O-])c(OC)c1	-22	88	0	-7	1	94	-6	5	1.2	-4
Nc1nnc(CCOc2ccccc2Cl)s1	-6	93	1	-7	12	103	.	1	-2.7	-10
Cc1cc(C(C)(C)C)ccc1OCCOCCN1CCCC1	-14	53	5	3	4	59	0	5	-2.6	.
COc1cc(C)nc(N2CCCC(C(=O)Nc3cc(Cl)ccc3OC)C2)n1 (centres undefined)	9	87	3	-19	6	79	.	3	-3.8	-3
CC1(C)CC(=O)/C(=C(\O)c2ccccc2)C(=NCCc2ccccc2)C1	-4	91	3	0	24	93	-2	2	-2.9	11
COc1ccc(NC(=O)CSc2c(C)nn(-c3nnc(C)c(=O)[nH]3)c2C)cc1	-43	104	-6	-5	15	92	0	0	0.9	16
CCOC(=O)CC1C(=O)NCCN1C(=O)c1cc2c(=O)n3cccc(C)c3nc2s1 (centres undefined)	-6	94	8	-5	3	103	0	0	-3.2	-21
C=CCNC(=O)/C=C/c1ccc(C(C)C)cc1	-14	91	11	-3	6	88	-6	2	-4.4	-5
Cc1nn(Cc2ccc(Cl)cc2Cl)c(Cl)c1/C=N/NC(=O)CNc1cccc(C(F)(F)F)c1	-31	1.8*	10	-3	10	2.3*	-9	0	-6.2	10
COc1cccc(-c2cn3nc(C)c(C)nc3n2)c1	19	63	-16	-17	13	47	3	0	0.1	-4
CCN(c1ccccc1)S(=O)(=O)c1ccc(F)cc1C	22	90	13	0	9	84	.	2	0.8	-4
O=C(N/C(=C/c1ccco1)C(=O)N1CCCCCC1)c1cccs1	-12	92	-8	-4	9	92	.	-2	-1.6	-3
CCN(CC)C(=O)c1cccc(-c2ccc(OC)cc2)c1	-65	87	-4	-6	9	110	-1	5	-0.7	-1
COc1ccc(Cl)cc1NC(=O)CN1CCC(n2nnc3ccccc32)CC1	-43	85	-5	-4	5	83	.	4	-4.9	.
COc1cnn(-c2ccccc2)c(=O)c1SCc1ccc(Cl)cc1Cl	-21	68	-12	-4	6	67	.	-2	-0.3	-22
COc1cccc(N2CCN(C(c3ccccn3)c3nnnn3C(C)(C)C)CC2)c1 (centres undefined)	-8	95	20	.	18	86	.	3	0.8	0
Cc1cc(C)n(-c2ccc(C(=O)NCc3cccs3)cc2)n1	4	92	2	-8	25	95	1	-2	1.1	-22
O=C(CSc1ncccn1)N/N=C/c1cccs1	0	91	2	-6	6	94	1	0	-1.6	-23
CCOc1ccc(C2c3c(oc4cc(C)c(C)cc4c3=O)C(=O)N2CCCN(C)C)cc1OC (centres undefined)	-18	86	12	-3	9	81	0	4	0.5	-1
O=C(Nc1cc(C(F)(F)F)ccc1N1CCOCC1)c1ccccc1	-20	92	-16	-11	0	100	-1	3	0.5	20
CCOC(=O)C1=C(O)c2ccccc2C(=O)/C1=C\c1ccc(C)cc1	-22	73	30*	25	10	68	-5	7	1.6	.
CCOc1ccccc1/C=N/NC(=O)c1ccc(Cn2cc([N+](=O)[O-])cn2)o1	-86	105	11	-11	34	105	2	1	-0.1	27
CC(C)(C)c1ccc(OCC(=O)Nc2ccc(-c3nc4cccnc4o3)cc2)cc1	-14	114	0	-9	18	109	2	4	-0.3	18
C/C(Cl)=C\Cn1c(NCCc2ccccc2)nc2c1c(=O)n(C)c(=O)n2C	-32	71	17	-1	18	69	2	5	-2.4	11
c1ccc2sc(Nc3nc4cc5c(cc4s3)OCO5)nc2c1	-59	75	0	-5	10	52	7	3	-1.5	.
Cc1ccc(S(=O)(=O)N2CCOCC2)cc1NC(=O)COC(=O)Cc1ccsc1	-8	90	11	-5	4	92	2	0	-0.9	-6
CC1(C)CC(=O)c2cc(C(=O)NC3CCSC3=O)c(=O)n(-c3ccccc3)c2C1 (centres undefined)	-12	97	-2	-18	31	103	4	1	-4.4	14
COc1ccc(-n2c(N)c(C(=O)NCC3CCCO3)sc2=S)cc1 (centres undefined)	-1	100	3	-8	5	90	0	1	-1.1	1
COc1ccc(C2C(C(=O)O)c3ccccc3C(=O)N2C)cc1Br (centres undefined)	-33	94	9	-27	12	91	7	3	-2.9	-17
O=C(/C=C/c1ccccc1)C1C(=O)c2ccccc2C1=O	-49	44	2	43*	3	39	.	7	-2.4	-7
Cc1cc(C)n(-c2ncc(-c3ccccc3)nn2)n1	3	85	5	-10	6	87	1	1	0.3	.
O=S(=O)(c1ccc2nc(Cc3ccccc3)[nH]c2c1)N1CCOCC1	-29	97	4	-23	4	104	-2	2	-2.6	43
CC(=O)c1sc(Nc2ccccn2)nc1C	-15	81	9	-12	28	88	-1	-5	-1.7	18

# Continuation.
mol	BB579 growth dn	HCT116 bCat-KO	GALR2 antag	Yeast life ext	Measles CPE	PTEN del growth	Phagocyt inh	NPY-Y2 antag	MRP1 act	E-sel TNF inh
COc1ccc(CNC(=O)CSCc2ccccc2Cl)cc1	-8	98	-7	-3	13	95	-3	7	1.2	.
Cc1ccc(S(=O)(=O)c2nc(-c3ccccc3)oc2NCCN2CCOCC2)cc1	-35	98	-8	-12	5	101	0	2	-0.2	23
CCNS(=O)(=O)c1cc(OC)ccc1OC	-6	101	-9	-10	7	105	-1	4	0.4	-8
O=C(c1ccc(S(=O)(=O)c2ccccc2)cc1)N1CCCCCC1	-20	93	2	-1	4	97	-4	-2	-1.8	.
COCCN(C(=O)CN1CCCc2ccccc21)c1c(N)n(Cc2ccccc2)c(=O)[nH]c1=O	-11	87	7	-12	21	89	2	-1	-1.0	-22
COCCNCCCCOc1ccccc1-c1ccccc1	-41	79	-6	9	6	82	-5	7	-2.9	2
CC1=CC(C)(C)N(C(=O)CSc2nnc(N)s2)c2cc(C)c(C)cc21	-17	91	-10	-8	4	85	.	4	-3.4	14
COc1ccccc1N=CC1=C(O)CC(c2ccccc2)CC1=O (centres undefined)	-31	48	9	-5	8	73	-1	10	-2.5	57
COc1cc(C=Nc2c(C)cc(C)cc2C)ccc1OC(C)=O	-24	94	9	-5	6	99	-8	-1	-2.7	.
Cc1cc(S(=O)(=O)NC(C)C)ccc1OCC(=O)N1CCOCC1	-10	95	-8	-6	4	98	-1	-2	-0.8	.
CC(C)OC(=O)CSc1nnc(SCc2cccc3ccccc23)s1	-79	101	-8	-13	13	105	0	13	0.5	12
CCOC(=O)Nc1sc(C)c(C)c1C(N)=O	-2	96	-6	-6	14	97	-3	2	1.3	5
COc1cc2c(cc1OC)-c1cc(NCc3ccccn3)nc(=O)n1CC2	-36	107	-1	1	3	102	6	4	-2.1	10
CC(C)(C)n1nnnc1C(c1ccc(C#N)cc1)N1CCCC2(CCCCC2)C1 (centres undefined)	-42	29	-5	6	6	42	1	4	-4.3	1
CCCCCn1c(N2CCOCC2)nc2c1c(=O)n(CC(N)=O)c(=O)n2C	2	72	-7	-10	24	92	2	1	-0.1	-5

# In the list so far, these contain a CF3 group:
mol	BB579 growth dn	HCT116 bCat-KO	GALR2 antag	Yeast life ext	Measles CPE	PTEN del growth	Phagocyt inh	NPY-Y2 antag	MRP1 act	E-sel TNF inh
Cc1nn(Cc2ccc(Cl)cc2Cl)c(Cl)c1/C=N/NC(=O)CNc1cccc(C(F)(F)F)c1	-31	1.8*	10	-3	10	2.3*	-9	0	-6.2	10
O=C(Nc1cc(C(F)(F)F)ccc1N1CCOCC1)c1ccccc1	-20	92	-16	-11	0	100	-1	3	0.5	20

# Screens: PubChem BioAssay, several laboratories
